From PubChem
SENP8 block = SENP8 protease inhibitors, primary screen, biochemical, luminescence | Sentrin-specific protease 8 (Homo sapiens), Q96LD8 | purified SENP8, Z-RLRGG-aminoluciferin cleavage | inhibition, % at 10 µM | 1.2% of 330,000 active
Apaf-1 inh = inhibitors of human Apaf-1 apoptosome, primary screen, biochemical, DEVD-Rh110 fluorescence, uHTS | Apoptotic protease-activating factor 1 (Homo sapiens), O14727 | reconstituted apoptosome caspase-3 activity | inhibition, % at 20 µM | 0.71% of 330,000 active | AID 489030, 2010; active = inhibition of at least 40% at 20 µM;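 note: plate controls were DMSO wells for no effect and DEVD-CHO caspase inhibitor wells for full effect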
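Material: reconstituted apoptosome with Apaf-1, cytochrome c, caspase-9, procaspase-3, dATP / Buffer or medium: pH 7.5 Hepes buffer with CHAPS, BSA, DTT / Also added: cytochrome c with DEVD-Rh110 / Schedule: compound with Apaf-1, dATP, procaspase-3 30 min, then 50 min reaction, room temperature / Technique: rhodamine 110 fluorescence at Ex 480/Em 540 nm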
HKDC1 inh = HKDC1 hexokinase inhibitors, primary screen, biochemical, fluorescence, uHTS | Q2TB90 | recombinant HKDC1, G6PDH/diaphorase resazurin coupled fluorescence | inhibition, % at 20 µM | 0.16% of 340,000 active;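 active = inhibition above about 35% when tested at 20 µM, limit read from the data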;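 note: plate controls were DMSO wells with enzyme for no effect and DMSO wells lacking enzyme for full effect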
Target sequence (Q2TB90 whole entry, looked up): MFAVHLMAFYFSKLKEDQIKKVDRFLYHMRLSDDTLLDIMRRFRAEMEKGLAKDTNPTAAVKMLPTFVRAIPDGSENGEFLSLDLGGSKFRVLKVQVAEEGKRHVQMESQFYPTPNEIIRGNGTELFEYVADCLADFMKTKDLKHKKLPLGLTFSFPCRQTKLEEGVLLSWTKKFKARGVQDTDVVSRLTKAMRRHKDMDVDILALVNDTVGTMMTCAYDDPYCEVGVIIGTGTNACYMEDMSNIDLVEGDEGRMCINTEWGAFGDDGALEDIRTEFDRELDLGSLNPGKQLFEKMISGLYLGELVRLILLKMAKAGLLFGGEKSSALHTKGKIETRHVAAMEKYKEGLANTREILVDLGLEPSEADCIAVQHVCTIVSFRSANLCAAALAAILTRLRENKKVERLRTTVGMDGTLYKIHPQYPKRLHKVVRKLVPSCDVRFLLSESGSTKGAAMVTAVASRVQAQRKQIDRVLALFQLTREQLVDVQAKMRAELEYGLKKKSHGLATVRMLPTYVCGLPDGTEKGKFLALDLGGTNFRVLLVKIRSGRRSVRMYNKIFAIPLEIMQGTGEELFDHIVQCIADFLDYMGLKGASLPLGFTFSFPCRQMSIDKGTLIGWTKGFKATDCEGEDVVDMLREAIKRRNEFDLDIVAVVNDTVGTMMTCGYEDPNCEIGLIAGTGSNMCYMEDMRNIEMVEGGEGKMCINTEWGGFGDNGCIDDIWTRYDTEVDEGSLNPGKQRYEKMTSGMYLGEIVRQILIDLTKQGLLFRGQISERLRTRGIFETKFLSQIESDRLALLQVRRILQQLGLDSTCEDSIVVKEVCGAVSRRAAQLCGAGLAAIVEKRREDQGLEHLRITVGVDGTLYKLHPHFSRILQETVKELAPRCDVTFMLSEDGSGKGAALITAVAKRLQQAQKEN
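Incubation: 90 min at room temperature in dark / Material: recombinant HKDC1 (HK5) hexokinase enzyme, produced in-house / Quantity: enzyme 5 µg/mL final / Compound: one dose of 20 µM, 1% DMSO / Reagent: glucose and ATP substrates / Buffer or medium: Tris pH 8.0 buffer with MgCl2, Tween-20, BSA, BME / Technique: resorufin fluorescence at 613 nm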
UBC13 inh = UBC13 polyubiquitin chain formation inhibitors, primary screen, biochemical, TR-FRET, uHTS. Ubiquitin-conjugating enzyme E2 N (Homo sapiens), P61088. AID 485273, 2010. inhibition, % at 20 µM. 0.47% of 330,000 active; in the data active = inhibition above about 45%, passing the limit was not always enough
Target sequence (P61088 whole entry, looked up): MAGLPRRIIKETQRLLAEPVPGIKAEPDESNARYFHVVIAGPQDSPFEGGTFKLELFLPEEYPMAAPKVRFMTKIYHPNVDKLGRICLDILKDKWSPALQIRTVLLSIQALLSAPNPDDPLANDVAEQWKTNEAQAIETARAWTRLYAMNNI
Gli-Sufu block = Gli-Sufu pathway antagonists, primary screen, luciferase luminescence, Sufu-KO-LIGHT cells, uHTS; Sufu-KO-LIGHT fibroblasts, Gli luciferase reporter luminescence; inhibition, % at 5 µM; 0.74% of 340,000 active;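 active = inhibition above about 55%, limit read from the data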;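 note: 0% = DMSO-treated cells and 100% = wells with medium but no cells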
Jurkat NFkB inh = inhibitors of induced NF-kB luciferase reporter, primary screen, TCR NF-kB activation inhibitor project, cell-based, luminescence, uHTS; Jurkat, PMA/ionomycin-induced NF-kB luciferase reporter; inhibition, % at 4 µM; 0.53% of 330,000 active; AID 435003, 2010
697 NFkB inh = inhibitors of PMA/ionomycin-induced NF-kB reporter, 697 cells, primary screen, B-cell NF-kB inhibitor project, cell-based, luminescence, uHTS. inhibition, % at 4 µM. 697 B-cell NF-kB luciferase reporter, 16 h. 0.33% of 330,000 active; in the data active = inhibition above about 35%
SENP7 inh = SENP7 protease inhibitors, primary screen, biochemical, luminescence, uHTS | inhibition, % at 5 µM | recombinant SENP7, Z-RLRGG-aminoluciferin luminescence, 40 min | 1.5% of 330,000 active | Sentrin-specific protease 7 (Homo sapiens), Q9BQF6;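 active = inhibition above about 50% at the single test dose, limit read from the data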;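 note: plate controls were DMSO with enzyme for no effect and no enzyme buffer wells for full effect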
Active calls of the source: *; nt = no result given. Cut-off read from the data, not from the text of the source, unless noted: active = inhibition above about 50%; inactive = the rest.

SMILES | SENP8 block | Apaf-1 inh | HKDC1 inh | UBC13 inh | Gli-Sufu block | Jurkat NFkB inh | 697 NFkB inh | SENP7 inh
CC(C)c1nc2c(c(=O)c3ccccc3n2C)c(=O)n1CCc1ccccc1 | 0 | 2 | 2 | 10 | -16 | 1 | -5 | 1
Cc1ccc(C(=O)NCC(C)NC(=O)c2ccc(C)c([N+](=O)[O-])c2)cc1[N+](=O)[O-] (configuration not stated) | 1 | -14 | -1 | -5 | -22 | 0 | -16 | -5
CNc1ccc(C(=O)c2ccccc2C(=O)O)cc1[N+](=O)[O-] | 1 | -15 | 8 | -23 | -7 | -3 | 10 | -13
Cc1nc(N2CCCCC2)nc(N2CCCCC2)c1C=O | 1 | 7 | -4 | 5 | 6 | 8 | 5 | 0
O=C1CC(c2ccco2)Cc2nc(Nc3ccc(F)cc3)ncc21 (configuration not stated) | -6 | 9 | 11 | -2 | -11 | -3 | -24 | 12
Oc1cccc(C=Nc2cccc3ccccc23)c1O | 36 | 74* | 17 | -71 | 26 | -8 | -64 | 17
CCOc1cc(S(=O)(=O)Nc2ccccc2CC)ccc1Cl | 1 | 10 | 3 | 4 | 21 | -5 | 11 | 7
CN(Cc1cc2ccccc2[nH]c1=O)C(=O)COc1ccccc1 | 5 | -9 | -3 | 11 | 6 | 2 | 3 | 8
Cc1cc(OCC(=O)N2CCOCC2)c(C(C)C)cc1Cl | 1 | -10 | -4 | -3 | 9 | 7 | -25 | -2
Fc1ccccc1Nc1nc(NCc2ccco2)nc(N2CCOCC2)n1 | 10 | -12 | -1 | 10 | 11 | -13 | 9 | -2
C/C(=N\N=C(c1ccccc1)c1ccccc1)c1cccs1 | 7 | 9 | 14 | -2 | 3 | -7 | -31 | 3
Cc1cccc(NC(=O)c2c(F)c(F)c(F)c(F)c2F)c1 | -5 | 6 | -4 | 4 | -10 | 6 | 16 | 0
CC(=O)SC(C[N+](=O)[O-])c1cn(C(C)=O)c2ccccc12 (configuration not stated) | 5 | 26 | 0 | 1 | -12 | -7 | 12 | 7
Cc1ccc(NC(=O)Cc2ccsc2)cc1Cl | -7 | -2 | -1 | 8 | 0 | -25 | 7 | -1
CCCC(C)NC(=O)c1cc(S(=O)(=O)N2CCCCCC2)ccc1OC (configuration not stated) | 0 | 37 | -1 | 11 | -1 | -9 | 12 | -2
COc1ccc(-c2[nH]ncc2/C=N/NC(=O)c2ccc(Br)cc2)c(OC)c1 | -8 | 22 | -9 | 1 | 6 | -6 | -10 | -16
Cc1c(N=Cc2cc3c(cc2Cl)OCO3)c(=O)n(-c2ccccc2)n1C | -2 | 18 | -6 | -11 | 1 | -39 | -49 | -1
CCCCN(CC)C(=O)Cc1ccccc1OC | -3 | 3 | -6 | -3 | -2 | -12 | 12 | 13
O=C(NCCCN1CCOCC1)C(=O)N/N=C/c1ccccc1O | -5 | -10 | -10 | -16 | -2 | -2 | 14 | -5
C=CCNc1cc(C(F)(F)F)nc(-c2ccccn2)n1 | 0 | 5 | -4 | 0 | 5 | -5 | 2 | 4

Overlap with the part before: 4 compounds; new compounds follow.
SMILES | SENP8 block | Apaf-1 inh | HKDC1 inh | UBC13 inh | Gli-Sufu block | Jurkat NFkB inh | 697 NFkB inh | SENP7 inh
Cc1c(N=Cc2cc3c(cc2Cl)OCO3)c(=O)n(-c2ccccc2)n1C | -2 | 18 | -6 | -11 | 1 | -39 | -49 | -1
CCCCN(CC)C(=O)Cc1ccccc1OC | -3 | 3 | -6 | -3 | -2 | -12 | 12 | 13
O=C(NCCCN1CCOCC1)C(=O)N/N=C/c1ccccc1O | -5 | -10 | -10 | -16 | -2 | -2 | 14 | -5
C=CCNc1cc(C(F)(F)F)nc(-c2ccccn2)n1 | 0 | 5 | -4 | 0 | 5 | -5 | 2 | 4
CCOC(=O)C1CCN(C(=O)/C=C/c2ccc3c(c2)OCO3)CC1 | -10 | 5 | -7 | 1 | -53 | -39 | -72 | 0
COc1cc(/C=C/C(=O)Nc2ccc(N3CCCCC3)c(S(=O)(=O)Nc3ccccc3Cl)c2)cc(OC)c1OC | 7 | 7 | 3 | -5 | 0 | 21 | -25 | 2
COc1ccc(C(C(=O)NC2CCCC2)N(CCCO)C(=O)c2snc(C(N)=O)c2N)cc1 (configuration not stated) | -15 | 4 | -5 | -1 | -9 | -16 | -11 | -8
NC(=O)c1ccccc1NC(=O)CN1CCN(Cc2ccc(Cl)cc2Cl)CC1 | -10 | -3 | -4 | -1 | 25 | -11 | -29 | 10
COC(=O)C(Nc1ccccc1Cl)(c1cc(C)c(O)c(C)c1)C(F)(F)F (configuration not stated) | 6 | 5 | 1 | 11 | 5 | 25 | 26 | 4
CC1(C)Cc2c(c(=S)nc(-c3ccccc3)n2CCOCCO)CO1 | 3 | -6 | 3 | 6 | -8 | 6 | 21 | -4
C[C@@H](c1ccccc1)N1C[C@H]2CCCN2c2cc(Br)ccc2S1(=O)=O | nt | 16 | -1 | nt | -2 | nt | -24 | 5
Cc1ccc(C)c(COC(=O)c2cc(S(=O)(=O)N3CCCCC3)ccc2N2CCOCC2)c1 | -2 | 15 | 4 | 3 | 19 | -5 | 1 | -7
O=C(Nc1ccccc1C(=O)NCC1CCCO1)c1ccc(Cl)cc1Cl (configuration not stated) | -1 | 10 | -12 | -1 | 2 | 5 | 11 | 0
CCc1nn(C(CC)C(=O)NCc2cccc(OC)c2OC)c(=O)c2cc3occc3n12 (configuration not stated) | -4 | -4 | -5 | -4 | 7 | 12 | 12 | -3
CN(CC1COc2ccccc2O1)C(=O)Cn1cc(C(F)(F)F)ccc1=O (configuration not stated) | -4 | 1 | 2 | -1 | 9 | 4 | 0 | 4
CCCCCN(C(=O)COC(=O)c1ccc(C)cc1)c1c(N)n(CCCC)c(=O)[nH]c1=O | 5 | -8 | 2 | 3 | 7 | 1 | 18 | -6
CC(=O)c1ccc(OC(C)C(=O)NCC2(N3CCOCC3)CCCCC2)cc1 (configuration not stated) | -7 | 0 | -2 | 2 | -9 | -15 | -3 | 9
Cc1ccc(C(=O)OCC(=O)Nc2ccccc2N2CCOCC2)cc1 | -9 | 0 | -9 | 5 | 2 | 4 | -9 | -7
CCCCn1c(N)c(N(CC(C)C)C(=O)CSCC(=O)Nc2cccc(C)c2)c(=O)[nH]c1=O | 5 | -1 | 0 | -4 | -6 | 9 | 5 | 1
CC(=O)NC(=S)Nc1cc(C(=O)O)ccc1Cl | -8 | 4 | 0 | -16 | -5 | 11 | -6 | -8
CCOC(=O)C1=CN(Cc2cccc(-c3ccc(Cl)nc3)c2)S(=O)(=O)N(C)C1C (configuration not stated) | nt | 22 | -3 | nt | -19 | nt | -9 | 2
CC(C)CN(C(=O)COC(=O)C12CC3CC(CC(Cl)(C3)C1)C2)c1c(N)n(Cc2ccccc2)c(=O)[nH]c1=O | -5 | 10 | -7 | -14 | 10 | -2 | 26 | -8
O=C(CN1CCN(c2ccc(O)cc2)CC1)N(C1CC1)C1CCS(=O)(=O)C1 (configuration not stated) | 5 | -2 | 2 | -1 | 1 | 2 | 13 | 5
Cc1c(Br)c([N+](=O)[O-])nn1C(C)C(=O)Nc1ccc2c(c1)OCO2 (configuration not stated) | 3 | 4 | 2 | -2 | -1 | -4 | -9 | 5

Entries of single compounds as entered above:
Record of C[C@@H](c1ccccc1)N1C[C@H]2CCCN2c2cc(Br)ccc2S1(=O)=O = SENP8 block: nt; Apaf-1 inh: 16; HKDC1 inh: -1; UBC13 inh: nt; Gli-Sufu block: -2; Jurkat NFkB inh: nt; 697 NFkB inh: -24; SENP7 inh: 5
Record of Cc1ccc(C)c(COC(=O)c2cc(S(=O)(=O)N3CCCCC3)ccc2N2CCOCC2)c1 = SENP8 block: -2; Apaf-1 inh: 15; HKDC1 inh: 4; UBC13 inh: 3; Gli-Sufu block: 19; Jurkat NFkB inh: -5; 697 NFkB inh: 1; SENP7 inh: -7

(continued)
SMILES | SENP8 block | Apaf-1 inh | HKDC1 inh | UBC13 inh | Gli-Sufu block | Jurkat NFkB inh | 697 NFkB inh | SENP7 inh
COc1cccc(C(=O)Nc2nnc(S(=O)(=O)N3CCCCC3)s2)c1 | -11 | 9 | 2 | -2 | 7 | -2 | 15 | 11
CCOCCCn1c(SCC(=O)Nc2ccccc2)nc2ccccc2c1=O | -14 | -10 | -1 | 2 | 26 | 1 | -1 | -2
CCOc1cccc(CN2CCC(CCC(=O)NC3CC3)CC2)c1O | -6 | 7 | 6 | -8 | 6 | 7 | -6 | 2
CC(C)COC(=O)c1ccc(NC(=O)C2C3C=CC(C3)C2C(=O)O)cc1 (configuration not stated) | -10 | 5 | 2 | -6 | -18 | -32 | -32 | 8
Oc1ccccc1-c1ccn[nH]1 | 11 | -3 | -7 | 14 | -7 | -4 | 8 | 6
Cc1oc(-c2cccs2)nc1CN1CC[C@@](O)(c2ccccc2)[C@H]2CCCC[C@@H]21 | -3 | -7 | -7 | 12 | 43 | 17 | -5 | 5
O=C1CC(SC2=NCCS2)C(=O)N1c1ccc(Br)cc1 (configuration not stated) | 0 | 10 | 15 | -8 | 6 | -3 | 0 | 9
CC(C)[C@H](NC(=O)N1CC(=O)Nc2ccccc21)C(=O)N1CCC[C@H]1C(=O)O | -1 | 1 | -2 | -10 | -26 | -17 | 6 | 0
COc1ccc(C2N(c3cc(C)on3)C(=O)C3CCCN32)cc1OC (configuration not stated) | 2 | 2 | -2 | 4 | 2 | 6 | 11 | 2
COc1ccc(C(=O)NCCc2c[nH]c3ccccc23)cc1S(=O)(=O)N1CCOCC1 | 5 | -11 | -4 | 8 | 1 | 5 | 7 | -4
COC(=O)[C@@H](NC(=O)Nc1ccccc1F)C(C)C | -5 | -9 | -11 | 3 | 3 | 4 | 12 | -2
C[C@H](NC(=O)N1CCn2c1nc1ccccc12)C(=O)NC1CC1 | 7 | -4 | -6 | 2 | 2 | 7 | 21 | -4
C=CCn1c(SCC(=O)Nc2nnc(C)s2)nnc1C1CC1 | -11 | 4 | -5 | -3 | -1 | -12 | 4 | -9
NS(=O)(=O)c1cccc(NC(=O)C2CC(=O)N(Cc3ccco3)C2)c1 (configuration not stated) | 1 | -3 | -1 | 3 | 6 | 0 | 21 | 3
CCCCN(C(=O)c1cc(-c2ccco2)nc2ccccc12)c1c(N)n(CCCC)c(=O)[nH]c1=O | -11 | 15 | nt | -6 | -20 | -21 | 18 | -17
CCN1CSC(=S)N(Cc2ccc(OC)cc2)C1 | 0 | -11 | -7 | 7 | 11 | -7 | 8 | -8
Cc1ccc(S(=O)(=O)CCC(=O)OCC(=O)N2c3ccccc3CC2C)cc1 (configuration not stated) | -11 | 17 | -5 | 1 | -8 | 5 | -10 | 12
CCC1(CC)NC(=O)N(CC(=O)OCC(=O)Nc2ncc(Cl)cc2Cl)C1=O | -4 | -2 | 3 | -1 | -1 | -4 | 5 | 1
O=C(CSc1nc2ccccc2c(=O)n1-c1ccccc1Cl)NCC1CCCO1 (configuration not stated) | -12 | 13 | -4 | 11 | 5 | 7 | 2 | -4
Nc1cc(=O)[nH]c(SCc2ccc(Cl)cc2Cl)n1 | 8 | 5 | 4 | 3 | 4 | 16 | -17 | -2
CCOC(=O)c1ccc(N2C(=O)c3n[nH]c(-c4ccco4)c3C2c2cccc([N+](=O)[O-])c2)cc1 (configuration not stated) | -4 | 30 | -11 | -2 | 99* | 1 | -8 | 2
